MrgX1 ag: agonists of human MrgX1 receptor, primary screen, HEK293 cells, Fluo-4 calcium flux | Mas-related G-protein coupled receptor member X1 (Homo sapiens), Q96LB2 | Fluo-4 calcium fluorescence, agonist mode; hits give high values | B-score at 10 µM | 0.44% of 310,000 active | AID 588627, 2011;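 active means calcium response B-score plate-corrected fluorescence ratio at least 3 library SD, with starting fluorescence B-score inside 5 SD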
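Assay system: MrgX1-expressing HEK293 cells / Amount: fifteen thousand cells per well / Doses: test compound in the initial addition of three / Timing: cells plated overnight, dye loaded 0.5 h 37 °C, 0.5 h room temperature / Technique: kinetic calcium dye fluorescence, Fluo-4 NW / Control set: positive and negative controls per plate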
MrgX1 antag: antagonists of human MrgX1 receptor, primary screen, HEK293 cells, Fluo-4 calcium flux; Mas-related G-protein coupled receptor member X1 (Homo sapiens), Q96LB2; BAM8-22 antagonism; hits give low values; B-score at 10 µM; 1.3% of 310,000 active;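 active means calcium-response B-score plate-corrected more than 3 library SD below zero, starting fluorescence within 5 deviations, no agonist response on first addition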;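 further: peak minus trough fluorescence over baseline after final BAM8-22 challenge near maximal dose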
TRPC4 act: activators of mouse TRPC4 channel, primary screen, Fluo4 calcium, HEK293 TRPC4beta/mu-opioid cells; B-score at 10 µM; 0.49% of 310,000 active; Fluo4 calcium fluorescence; hits give high values; Short transient receptor potential channel 4 (Mus musculus), Q9QUQ5;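 active means B-score above 5 SD of library B-scores, and initial fluorescence ratio not above library mean plus 5 SD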;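 further: positive B-score marks a calcium rise read as TRPC4 activation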
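Technique: kinetic Fluo4 calcium fluorescence; Test system: TRPC4beta and mu-opioid receptor HEK293 stable cells; Measure: B-scored integrated calcium fluorescence ratio; Benchmarks: low control buffer alone, high control maximal DAMGO; Schedule: 45 min room-temperature Fluo4 loading, 110 s read.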
TRPC4 potent: positive allosteric modulators of TRPC4, primary screen, cell-based, mouse TRPC4beta, HEK293 mu-opioid, Fluo-4 calcium | Short transient receptor potential channel 4 (Mus musculus), Q9QUQ5 | DAMGO EC20, Fluo-4 Ca2+ flux; hits give high values | B-score at 10 µM | 0.42% of 310,000 active;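 active means B-score of calcium response area above 5 SD of library B-scores, with initial fluorescence ratio within 5 SD of library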;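 further: B-score of integrated fluorescence ratio over time as area under calcium response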
TRPC4 inh: inhibitors of mouse TRPC4 channel, primary screen, Fluo4 calcium, HEK293 TRPC4beta/mu-opioid cells. Short transient receptor potential channel 4 (Mus musculus), Q9QUQ5. DAMGO-evoked Fluo4 calcium flux; hits give low values. B-score at 10 µM. 0.39% of 300,000 active. AID 2247, 2010;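 active means B-score over 3 SD under the library average, no early fluorescence shift, positive overall ratio signal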
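Assay system: TRPC4beta/mu-opioid receptor HEK293 cell line; compound dosing: single concentration per test compound; detection: Fluo4 Ca2+ flux fluorescence; evaluation: per-well B score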
MrgX1 PAM: positive allosteric modulators of MrgX1, primary screen, HEK293 cells, Fluo-4 calcium flux. FDSS; hits give high values. B-score at 10 µM. 0.63% of 310,000 active. AID 588675, 2011;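 active means plate-corrected calcium response at least 3 library SD above typical, normal starting fluorescence, not activating the receptor alone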;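 further: compound read alongside a low EC10 to EC30 dose of BAM8-22 agonist; peak minus trough fluorescence over baseline measured at the second addition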
TRPC6 activator: mouse TRPC6 channel activators, primary screen, cell-based, HEK293, membrane potential dye; 0.13% of 310,000 active; Short transient receptor potential channel 6 (Mus musculus), Q61143; HEK293-TRPC6 membrane potential dye fluorescence; hits give high values; B-score at 10 µM; AID 2550, 2010;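 active means B-score of the integrated fluorescence ratio above library mean plus 3 SD, and starting fluorescence ratio within library mean plus 5 SD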;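 further: higher score means more depolarization so channel activation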
TRPC6 inh: mouse TRPC6 channel inhibitors, primary screen, cell-based, HEK293, membrane potential dye; Short transient receptor potential channel 6 (Mus musculus), Q61143; ACh-evoked depolarization; hits give low values; 1.1% of 310,000 active; B-score at 10 µM;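 active means B-score under library mean minus 3 SD, initial fluorescence not abnormally high, positive integrated signal ratio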;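 further: B-score derived from integrated fluorescence ratio over the kinetic read; more negative B-score means stronger inhibition of depolarization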
TMEM16A inh: TMEM16A chloride channel inhibitors, primary screen, cell-based, HTS; HEK293 TMEM16A/YFP iodide influx fluorescence, ionomycin; normalized B-score (activity score, 25-100; higher = stronger inhibition) at 10 µM; 1.2% of 310,000 active; AID 588511, 2011;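 active means ratio plate-corrected score three or more library SD toward inhibition, starting fluorescence score within five deviations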;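 further: score derived from kinetic fluorescence span divided by baseline fluorescence per well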
Target sequence (Q8BHY3 whole entry, looked up): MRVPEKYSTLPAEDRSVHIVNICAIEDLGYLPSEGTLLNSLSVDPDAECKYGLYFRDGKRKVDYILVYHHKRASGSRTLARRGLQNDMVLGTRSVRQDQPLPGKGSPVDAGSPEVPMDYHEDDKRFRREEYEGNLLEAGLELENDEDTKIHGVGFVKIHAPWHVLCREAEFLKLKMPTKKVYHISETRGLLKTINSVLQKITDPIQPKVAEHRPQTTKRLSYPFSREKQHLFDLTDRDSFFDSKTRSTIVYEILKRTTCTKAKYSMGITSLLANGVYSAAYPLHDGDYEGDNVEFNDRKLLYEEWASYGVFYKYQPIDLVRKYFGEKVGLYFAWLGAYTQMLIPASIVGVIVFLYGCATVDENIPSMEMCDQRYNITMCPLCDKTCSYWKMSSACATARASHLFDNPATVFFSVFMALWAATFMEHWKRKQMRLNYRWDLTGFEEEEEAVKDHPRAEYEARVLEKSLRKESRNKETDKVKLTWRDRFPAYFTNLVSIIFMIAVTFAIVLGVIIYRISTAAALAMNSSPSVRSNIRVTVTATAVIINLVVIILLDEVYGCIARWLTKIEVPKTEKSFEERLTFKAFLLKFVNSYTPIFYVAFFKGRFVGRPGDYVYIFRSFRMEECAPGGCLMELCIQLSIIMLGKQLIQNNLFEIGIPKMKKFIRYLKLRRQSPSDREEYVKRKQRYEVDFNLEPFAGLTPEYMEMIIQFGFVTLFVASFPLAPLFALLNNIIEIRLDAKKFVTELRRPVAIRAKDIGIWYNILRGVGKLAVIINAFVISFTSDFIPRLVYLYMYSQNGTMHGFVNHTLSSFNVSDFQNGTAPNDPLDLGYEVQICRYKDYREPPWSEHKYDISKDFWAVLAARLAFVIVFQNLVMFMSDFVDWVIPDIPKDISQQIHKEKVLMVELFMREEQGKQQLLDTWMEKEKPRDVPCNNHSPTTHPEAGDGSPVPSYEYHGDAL
RGS4 block: RGS4 inhibitors, primary screen, cell-based, HEK293 M3R inducible RGS4, calcium flux | Fluo-4 calcium flux; hits give high values; triggered by carbachol at its EC20 | 0.45% of 310,000 active | B-score at 10 µM | Regulator of G-protein signaling 4 (Homo sapiens), P49798;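 active means B-score, a plate-corrected calcium signal, over three deviations above library mean, with baseline fluorescence within five deviations of library mean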;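 further: RGS4 expression induced by doxycycline in cells with stable M3 receptor; B-score is computed from the integrated fluorescence ratio over baseline after carbachol; higher B-score means a larger calcium signal and so more RGS4 inhibition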
TMEM16A act: TMEM16A chloride channel activators or potentiators, primary screen, cell-based, HTS; Anoctamin-1 (Mus musculus), Q8BHY3; HEK293 TMEM16A/YFP-H148Q/I152L, iodide quench fluorescence; hits give low values; B-score at 10 µM; 0.3% of 340,000 active; AID 623877, 2012;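 active means fluorescence-ratio B-score plate-corrected deviation score at least 3 library SD below zero, with starting fluorescence score within 5 deviations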;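 further: channel opened by trigger with iodide after compound preincubation; score built on the fluorescence ratio of max minus min over baseline; more negative score means more quench and so TMEM16A activation or potentiation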
An asterisk follows results filed as active; i = inactive; / = no result given.

SMILES | MrgX1 ag | MrgX1 antag | TRPC4 act | TRPC4 potent | TRPC4 inh | MrgX1 PAM | TRPC6 activator | TRPC6 inh | TMEM16A inh | RGS4 block | TMEM16A act
O=C(Nc1ccc(Cc2ccncc2)cc1)c1ccc([N+](=O)[O-])o1 | i | i | i | i | i | i | i | i | i | i | i
CCOc1ccc(NC(=S)N(CCN2CCOCC2)Cc2cc3cc4c(cc3[nH]c2=O)OCCO4)cc1 | i | i | i | i | i | i | i | i | i | i | i
Cc1cc(C)c(S(=O)(=O)NCC(c2cccnc2)N2CCN(Cc3ccccc3)CC2)c(C)c1 (configuration not stated) | i | i | i | i | i | i | i | i | i | i | i
CCCCN(CC)C(=O)c1ccc(Cl)c(Cl)c1 | i | i | i | i | i | i | i | i | i | i | i
CC1(C)CC(=O)C=C(Nc2cccc(C(F)(F)F)c2)C1 | i | i | i | i | i | i | i | i | i | i | i
CCOC(=O)CNc1nnc(SCC(=O)OCC)[nH]c1=O | i | i | i | i | i | i | i | i | i | i | i
CCOC(=O)C1=C(COC(=O)CCOc2ccc(C)cc2)NC(=O)NC1C (configuration not stated) | i | i | i | i | i | i | i | i | i | i | i
O=C(CSc1nnc(CNc2ccc(F)cc2)o1)N1CCCc2ccccc21 | i | i | i | i | i | i | i | i | i | i | i
CC(=O)Nc1ccc(NC(=O)CSc2nccn2Cc2ccccc2)cc1 | i | i | i | i | i | i | i | i | i | i | i
Cc1ccc(F)cc1NC(=O)N1CCCN(C(=O)OC(C)(C)C)CC1 | i | i | i | i | i | i | i | i | i | i | i
COc1ccc(-c2cc(C(=O)OCC(=O)N(C)C)c3ccccc3n2)cc1 | i | i | i | i | i | i | i | i | i | i | i
COc1ccc(CNc2oc(-c3cccc4ccccc34)nc2C#N)cc1 | i | i | i | i | i | i | i | i | i | i | i
CC1CCN(C(=O)c2ccc3c(Cl)c4c(nc3c2)CCCC4)CC1 | i | i | i | i | i | i | i | i | i | i | i
CCCn1nnc(NC(=O)c2cc(Br)ccc2OC)n1 | i | i | i | i | i | i | i | i | i | i | i
O=C(COC(=O)c1cccs1)Nc1ccccc1 | i | i | i | i | i | i | i | i | i | i | i
Cc1[nH]c2c([N+](=O)[O-])cccc2c1C | i | i | i | i | i | i | i | i | i | i | i
CCN(CC)S(=O)(=O)c1cc(NC(=O)COC(=O)CCC(=O)c2cccs2)ccc1C | i | i | i | i | i | i | i | i | 25* | i | i
COc1cccc(Cn2cnc3c(NS(=O)(=O)c4cccc(Cl)c4Cl)c(C)c(C)cc32)c1 | i | i | i | i | i | i | i | i | i | i | i
C/C(=N\NS(=O)(=O)c1ccc(Cl)cc1)c1ccc(O)cc1 | i | i | i | i | i | i | i | i | i | i | i
O=C(NCc1ccc2c(c1)OCO2)c1cc2ncc(Br)cn2n1 | i | i | / | / | / | i | / | / | i | / | i
CCOc1ccccc1N(CC(=O)NCc1ccccc1)C(=O)CCC(=O)Nc1cc(C)ccn1 | i | i | i | i | i | i | i | i | i | i | i
Cc1ccc2cc(CCNS(=O)(=O)c3ccc(F)cc3)c(=O)[nH]c2c1C | i | i | i | i | i | i | i | i | i | i | i
CC(=O)N1CCN(c2ccc(NC(=O)c3ccc(C)c([N+](=O)[O-])c3)cc2)CC1 | i | i | i | i | i | i | i | i | i | i | i
COc1ccc(-c2ccc(SCC(=O)NC3CCCCC3)nn2)cc1OC | i | i | i | i | i | i | i | i | i | i | i
O=S(=O)(c1cccc(S(=O)(=O)N2CCOCC2)c1)N1CCCCC1 | i | i | i | i | i | i | i | i | i | i | i
Cc1nn2c3cc(N4CCOCC4)ccc3nc2c2ccccc12 | i | i | i | i | i | i | i | i | i | i | /
Cc1ccc(C(=O)NC(=S)Nc2cccc(-c3nc4ccccc4s3)c2)cc1 | i | i | i | i | i | i | i | i | i | i | i
Cc1cc(C)cc(NC(=O)CSc2nnc(-c3ccccc3C)o2)c1 | i | i | i | i | i | i | i | i | i | i | i
Cc1nnc(SCC(=O)NC(=O)Nc2ccc3c(c2)OCCO3)n1N | i | i | i | i | i | i | i | i | i | i | i
Cc1cc(C(=O)N2CCN(S(=O)(=O)c3ccccc3)CC2)c(C)o1 | i | i | i | i | i | i | i | i | i | i | i
OC(CN1CCCC(C(F)(F)F)C1)c1ccccc1 (configuration not stated) | i | i | i | i | i | i | i | i | i | i | i
COc1ccc(NS(=O)(=O)c2cn(C)cn2)cc1Cl | i | i | i | i | i | i | i | i | i | i | i
Cc1ccc(-n2c(SCc3cn4ccsc4n3)nc3ccccc3c2=O)cc1 | i | i | i | i | i | i | i | i | i | i | i
COc1ccc(C(=O)CSc2nnc(C3CCCCC3)n2N)c(OC)c1 | i | i | i | i | i | i | i | i | i | i | i
COc1ccc(S(=O)(=O)N2CCC(C(=O)Nc3cc(Cl)ccc3N3CCOCC3)CC2)cc1OC | i | i | i | i | i | i | i | i | i | i | i
O=C(CCCN1C(=O)[C@H]2CC=CC[C@H]2C1=O)NCc1nc(-c2ccc(Cl)cc2)no1 | i | i | i | i | i | i | i | i | i | i | i
Cc1ccc(-c2cc(C(=O)N3CC(C)OC(C)C3)c3ccccc3n2)o1 (configuration not stated) | i | i | i | i | i | i | i | i | i | i | i
COc1cc(C(=O)OCC(=O)Nc2cccc(S(=O)(=O)N3CCCC3)c2)ccc1OCC(C)C | i | i | i | i | i | i | i | i | i | i | i
COC(=O)CCCCCCCCC(O)CN1CCCCC1 (configuration not stated) | i | i | i | i | i | i | i | i | i | i | i
CC(C)(C)c1n[nH]c(=S)n(N)c1=O | i | i | i | i | i | i | i | i | i | i | i
C=CCSc1nnc(NC(=O)C2CSC3(C)CCC(=O)N23)s1 (configuration not stated) | i | i | i | i | i | i | i | i | i | i | i
CCOC(=O)c1ccc(NC(=O)CCOc2ccccc2)cc1 | i | i | i | i | i | i | i | i | i | i | i
Cc1ccc(OCCC(=O)OCC(=O)Nc2c(C)nn(-c3ccccc3)c2C)cc1 | i | i | i | i | i | i | i | i | i | i | i
CC(=O)Nc1ccc2c3c(cccc13)C(=O)N(c1ccccc1)C2=O | i | i | i | i | i | i | i | i | i | i | i
C=CCNC(=O)C1=NN(c2c(F)c(F)cc(F)c2F)C(=O)CC1 | i | i | i | i | i | i | i | i | i | i | i
C=CCc1c(C)nc(C)nc1N/N=C/c1ccc(F)cc1 | i | i | i | i | i | i | i | i | i | i | i
CC(C)=CCCC(C)CN1CCC(N2CCC(C(=O)N3CCCC3)CC2)CC1 (configuration not stated) | i | i | i | i | i | i | i | i | i | i | i
COc1cccc(CNc2ccc3[nH]c(=O)[nH]c3c2)c1OCc1ccccc1Cl | i | i | i | i | i | i | i | i | i | i | i
CCc1cc2cc(C)ccc2nc1SCC(=O)NC1CCCC1 | i | i | i | i | i | i | i | i | i | i | i
Cc1ccc(NS(=O)(=O)c2ccc(/C=C/C(=O)O)cc2)cc1Cl | i | i | i | i | i | i | i | i | i | i | i
Additional entries:
SMILES | MrgX1 ag | MrgX1 antag | TRPC4 act | TRPC4 potent | TRPC4 inh | MrgX1 PAM | TRPC6 activator | TRPC6 inh | TMEM16A inh | RGS4 block | TMEM16A act
C=CCNC(=O)N1CCc2[nH]c3ccc(F)cc3c2C1 | i | i | i | i | i | i | i | -6.17* | i | i | i
COC(=O)C1=C(C)n2nnnc2NC1c1cc2ccccc2o1 (configuration not stated) | i | i | i | i | i | i | i | i | i | i | i
CC(C)=CC1C(C(=O)NCCOc2ccccc2)C1(C)C (configuration not stated) | i | i | i | i | i | i | i | i | i | i | i
CCCn1c(C)cc(C(=O)COc2ccc(-c3nnco3)cc2)c1C | i | i | i | i | i | i | i | i | i | i | i
COC(=O)CCN1CCN(S(=O)(=O)c2ccccc2Br)CC1 | i | i | i | i | i | i | i | i | i | i | i
O=C(c1ccc(-n2cncn2)c([N+](=O)[O-])c1)N1CCN(S(=O)(=O)c2ccc(F)c(F)c2)CC1 | i | i | i | i | i | i | i | i | i | i | i
C#C[C@]1(O)CC[C@H]2[C@@H]3[C@H](C)CC4=C(CCC(=O)C4)[C@H]3CC[C@@]21C | i | i | i | i | i | i | i | i | i | i | /
C/C(=N\O)C(=O)NCCN1CCCCC1 | i | i | i | i | i | i | i | i | i | i | i
CCNC(=S)N1C2CCC1CC(NC(=O)NC1CCCCC1)C2 (configuration not stated) | i | i | i | i | i | i | i | i | i | i | i
CCNc1nc(Oc2ccc(C(=O)OC)cc2)nc(N2CCOCC2)n1 | i | i | i | i | i | i | i | i | i | i | i
CCc1ccc(N=CC2=C(O)CC(c3ccco3)CC2=O)cc1 (configuration not stated) | i | i | i | i | i | i | i | i | i | i | i
COc1ccc(NC(=O)CN(C)S(=O)(=O)c2cccc3cccnc23)cc1 | i | i | i | i | i | i | i | i | i | i | i
CCNC(=S)N1CCn2cccc2C1c1ccc(F)cc1 (configuration not stated) | i | i | i | i | i | i | i | i | i | i | i
CCN(CC(=O)Nc1ccc(NC(C)=O)cc1)C(=O)/C=C/c1ccc([N+](=O)[O-])cc1 | i | i | i | i | i | i | i | i | i | i | i
Cc1csc(NC(=O)CCc2nc3ccccc3s2)n1 | i | i | i | i | i | i | i | i | i | i | i
O=c1c2nncn2c2cc(C(F)(F)F)ccc2n1CCNc1ncc(C(F)(F)F)cc1Cl | i | i | i | i | i | i | i | i | i | i | i

The order is random. About 5.8% of those tested had a hit in this group.
